Bioassay records (PubChem)
RXFP1 antagonist = blocks the human relaxin receptor RXFP1. activity change, negative = inhibition, % at 57.5 µM. 350,000 compounds, 0.59% hits. AID 1259400. HEK293-RXFP1, relaxin-stimulated cAMP HTRF, 30 min; hits give low values. Q9HBX9;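 active = activity change of -60% or lower, but not beyond a set lower limit; inconclusive = change between -60% and -40%, or beyond the set limit; inactive = change above -40%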; note: % is set by controls: 0 for no effect and ±100 for the full control effect
D2 ag = activates the human D2 dopamine receptor. HEK293 T-REx D2 cells, calcium flux agonist mode. P14416. AID 485358. activation, % at 2 µM. 340,000 compounds, 0.53% hits;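 active = activation over 3 SD above normal in the single-dose calcium agonist read, cut at about 30% in these data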; note: 0% is about no effect
Target sequence (P14416 whole entry, looked up): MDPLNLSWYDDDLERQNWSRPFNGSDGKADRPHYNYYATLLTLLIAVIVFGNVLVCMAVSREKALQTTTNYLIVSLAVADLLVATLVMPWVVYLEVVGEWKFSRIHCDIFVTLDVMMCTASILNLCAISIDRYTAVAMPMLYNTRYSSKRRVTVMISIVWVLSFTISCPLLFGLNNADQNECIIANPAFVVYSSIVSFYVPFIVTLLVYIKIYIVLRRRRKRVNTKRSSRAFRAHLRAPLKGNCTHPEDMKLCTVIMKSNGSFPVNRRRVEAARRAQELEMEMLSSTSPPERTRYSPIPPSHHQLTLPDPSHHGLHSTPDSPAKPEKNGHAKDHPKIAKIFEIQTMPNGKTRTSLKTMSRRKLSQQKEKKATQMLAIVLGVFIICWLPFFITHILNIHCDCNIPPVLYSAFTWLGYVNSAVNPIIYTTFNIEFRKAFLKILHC
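Agonism scored from kinetic calcium signal (1 read/sec, 180 s) following compound pin transfer, after a 10 s baseline. Cells: HEK293 Trex line expressing inducible D2 receptor coupled to calcium, dye-loaded after overnight culture at 30 C.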
D1 antag = antagonists of human D1 dopamine receptor; P21728; HEK293 TREx D1 cells, calcium flux, dopamine EC80; hits give low values; activity change, negative = inhibition, % at 10 µM; 360,000 compounds, 3.2% hits; in the data active = activity change below about -30%; note: % is set by controls: 0 for no effect and ±100 for the full control effect
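Allosteric or orthosteric antagonism assessed as attenuation of the calcium response to EC80 dopamine, added 180 s after compound, in induced HEK293 Trex D1 cells loaded with no-wash calcium dye.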
D2 PAM = positive allosteric modulators of human D2 dopamine receptor | P14416 | HEK293 T-REx D2, calcium flux, EC20 dopamine potentiation | potentiation, % at 10 µM | 340,000 compounds, 0.34% hits | AID 485347;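 active = potentiation over 3 SD above the plate norm, cut at about 30% in these data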; note: 0% is about no effect
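Cells plated with tetracycline inducer and held overnight at 30 C; calcium dye loaded 30–90 min at room temperature; baseline taken, compound added and read 180 s; EC20 dopamine then added and read 180 s.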
D1 potentiator = human D1 dopamine receptor positive modulation; 360,000 compounds, 0.036% hits; P21728; potentiation, % at 10 µM; HEK293 TREx D1 cells, calcium flux, dopamine EC20 potentiation; in the data active = potentiation above about 30%; note: 0% is about no effect
D2 antagonist = D2 dopamine receptor (human) antagonism. 340,000 compounds, 2% hits. HEK293 TREx D2 cells, calcium flux, dopamine EC80. AID 485344. inhibition, % at 10 µM. P14416; in the data active = inhibition above about 30%; note: 0% is about no effect
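Measurement of antagonist activity uses fluorescent calcium dye in inducible HEK293 T-REx D2 cells: 10 s baseline, compound addition with 180 s read, EC80 dopamine addition with a further 180 s read.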
TRHR PAM = allosteric enhancers of human TRH receptor. 360,000 compounds, 0.66% hits. TRHR cells, fluo-8 calcium fluorescence, EC20 TRH enhancement. P34981. AID 493056. enhancement, % at 2 µM; in the data active = enhancement above about 30%; note: 0% is about no effect
Target sequence (P34981 whole entry, looked up): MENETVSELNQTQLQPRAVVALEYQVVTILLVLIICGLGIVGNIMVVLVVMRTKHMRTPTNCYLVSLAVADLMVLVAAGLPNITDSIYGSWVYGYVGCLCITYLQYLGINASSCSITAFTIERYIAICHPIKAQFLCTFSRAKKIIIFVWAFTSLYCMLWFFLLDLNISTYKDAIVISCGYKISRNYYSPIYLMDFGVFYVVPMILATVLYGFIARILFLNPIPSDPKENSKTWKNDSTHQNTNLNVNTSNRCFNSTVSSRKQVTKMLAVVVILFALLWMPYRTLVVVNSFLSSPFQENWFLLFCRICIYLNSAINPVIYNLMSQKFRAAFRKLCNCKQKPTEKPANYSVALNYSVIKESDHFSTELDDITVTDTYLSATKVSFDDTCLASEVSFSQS
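Enhancer read-out: after compound pinning and an initial kinetic agonist-mode read, an EC20 of TRH (10 nM final) was injected and fluo-8 calcium signal (Ex 480/Em 530) followed at 1 s/cycle for 100 cycles in TRHR-expressing cells.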
D1 ag = agonists of human D1 dopamine receptor | HEK293 T-REx D1 cells, calcium flux, agonist mode | 360,000 compounds, 1% hits | activation, % at 2 µM; in the data active = activation above about 30%; note: 0% is about no effect
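Agonism was scored from calcium flux recorded over 180 s (1 read/s) after pintool compound addition, following a 10-cycle baseline. Cells were inducible force-coupled HEK293 TREx D1, plated overnight at 30 C and loaded with no-wash calcium dye.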
RXFP1 agonist = agonists of human relaxin receptor RXFP1. AID 2676. Q9HBX9. HEK293T-RXFP1 cAMP TR-FRET, 30 min; response scale: percent of porcine relaxin response, buffer zero. Potency, µM (highest dose often 57.5 µM), for inactives: at the highest dose activation, most hits filed as activators. 370,000 compounds, 0.3% hits; active = well fitted activation curve with a large enough effect; inconclusive = small, poorly fitted or top-dose-only effect; note: potency is the fitted concentration of half-maximal effect; % is set by controls: 0 for no effect and ±100 for the full control effect; nearly all actives have a fitted effect of over 60% in size; many of its hits are not listed in these tables
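HEK293 cells stably expressing RXFP1, treated 30 min at 37C with compounds plus PDE4 inhibitor Ro 20174; cAMP measured by HTRF TR-FRET. Normalized to buffer and 29 nM porcine relaxin; EC50 by Hill fit.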
* = called active by the depositor; u = inconclusive; x = no result given; & = joins results of further samples. The list is partial, so the mix of outcomes need not match the whole.

SMILES | RXFP1 antagonist | D2 ag | D1 antag | D2 PAM | D1 potentiator | D2 antagonist | TRHR PAM | D1 ag | RXFP1 agonist
Cc1ccccc1Cn1cc(NC(=O)COc2ccccc2)cn1 | 0 | -1.0 | 6 | -2 | -11 | -2 | 3 | 9 | 0.3%
CSCC[C@@H](C(=O)O)N1Cc2ccccc2C1=O | -6 | -0.8 | -6 | -1 | x | 12 | 9 | 2 | -0.5%
CCOc1ccccc1CNC(=O)c1[nH]c2ccccc2c1Sc1ccccc1 | 0 | -0.6 | -12 | -8 | 0 | x | -5 | 3 | 0.7%
O=C(CN1CCN(C(C(=O)Nc2ccc(F)cc2)c2ccccc2)CC1)NC1CC1 (configuration not stated) | -7 | 0.3 | -7 | -3 | -5 | -9 | -12 | 1 | -0.1%
CCn1c(CNc2ccc(Cl)cc2)nnc1SCCN1CCCCC1 | -6 | -0.1 | -12 | -27 | -18 | 50* | -2 | 2 | 1.2%
CCOC(=O)c1c(C)[nH]c(C)c1S(=O)(=O)N1CCC(C(=O)N2CCN(c3cccc(C)c3)C(C)C2)CC1 (configuration not stated) | -14 | -0.4 | -12 | 4 | 1 | x | 7 | 3 | -1.1%
Cc1ccc(C(=O)C(=S)N2CCOCC2)cc1 | x | 0.0 | 8 | 3 | -4 | 4 | 22 | 2 | 1.2%
COc1cccc(NC(=O)c2ccc3c(c2)C(=O)N(CC2CCCO2)C3=O)c1 (configuration not stated) | 0 | -0.9 | 7 | 8 | -1 | 8 | 8 | 3 | -1.0%
COc1ccc(S(=O)(=O)c2c(Nc3ccccc3F)sc(C(=O)c3cccc(OC)c3)c2N)cc1 | -3 | 5.3 | 0 | 21 | -1 | x | -4 | 80* | 0.5%
CC1(C)Cc2c(sc(NC(=O)C(=O)N3CCOCC3)c2C#N)CO1 | -5 | 1.0 | -2 | -5 | 0 | 11 | -6 | 3 | 2.5%
COc1ccc(OC)c(N2C(=O)CC(Cc3ccc(C)cc3)C2=O)c1 (configuration not stated) | 6 | -0.6 | -3 | 35* | -2 | -2 | 5 | 3 | 2.1%
C/C(=N\NC(=O)CC(C)C)c1ccc(N2CCCCC2)cc1 | -4 | -0.5 | 4 | -26 | -4 | 1 | 3 | 3 | 4.2%
O=C1CCCN1CCCNCC(=O)N1c2ccccc2Sc2ccccc21 | -5 | x | 16 | x | -6 | x | 1 | 6 | 0.4%
CCCSc1ccc([C@H]2N[C@@](C)(C(=O)OC)[C@H]3C(=O)N(C)C(=O)[C@@H]23)cc1 | x | -0.3 | -10 | 1 | -2 | -3 | -4 | -1 | -1.4%
CCOC(=O)N1CCc2c(sc3c2c(=O)n(Cc2ccccc2)c(=O)n3CC(=O)Nc2cccc(C)c2)C1 | 5 | 0.1 | 10 | -1 | 0 | x | 4 | 47* | 2.6%
COc1cc(C(=O)Nc2c(C)cc(C)cc2C)c(-n2cnnn2)cc1OC | -2 | 0.7 | -5 | 1 | -1 | 5 | -5 | 3 | -0.2%
CCn1c(SCCOc2ccccc2F)nc2ccccc21 | -13 | 1.4 | 3 | 0 | 0 | x | 0 | 4 | -2.5%
CCCCc1ccc(NC2=NCC(=O)N2CCc2ccccc2)cc1 | -40 | 0.2 | 2 | 21 | 0 | 2 | 30 | 0 | 0.2%
COc1ccc([C@H]2CC(=O)C=C(c3cc(Cl)ccc3C)C2)cc1 | x | -0.3 | x | 0 | 1 | 1 | 6 | 5 | 1.9%
C/C(CC(=O)NC1CCCCC1)=N\NC(=O)Cc1ccc(-c2ccccc2)cc1 | -16 | -1.7 | 23 | 15 | -14 | 13 | 9 | 7 | 0.0%

Structures listed above printed as active in D1 ag.
compound	RXFP1 antagonist	D1 antag	D2 PAM	D1 potentiator	D2 antagonist	TRHR PAM	D1 ag
COc1ccc(S(=O)(=O)c2c(Nc3ccccc3F)sc(C(=O)c3cccc(OC)c3)c2N)cc1	-3	0	21	-1	x	-4	80*
CCOC(=O)N1CCc2c(sc3c2c(=O)n(Cc2ccccc2)c(=O)n3CC(=O)Nc2cccc(C)c2)C1	5	10	-1	0	x	4	47*

Single records, from the list above. Screens in order: RXFP1 antagonist, D2 ag, D1 antag, D2 PAM, D1 potentiator, D2 antagonist, TRHR PAM, D1 ag, RXFP1 agonist
`CC1(C)Cc2c(sc(NC(=O)C(=O)N3CCOCC3)c2C#N)CO1` is entered as -5, 1.0, -2, -5, 0, 11, -6, 3, 2.5%
`COc1ccc([C@H]2CC(=O)C=C(c3cc(Cl)ccc3C)C2)cc1` is entered as x, -0.3, x, 0, 1, 1, 6, 5, 1.9%

(further entries)
SMILES | RXFP1 antagonist | D2 ag | D1 antag | D2 PAM | D1 potentiator | D2 antagonist | TRHR PAM | D1 ag | RXFP1 agonist
C/C=C/c1ccccc1OCc1ccc(C(=O)OC)o1 | -9 | -1.2 | -2 | 20 | 1 | -6 | 9 | 2 | 1.5%
CC(=O)Nc1ccc(S(=O)(=O)N2CCN(c3cc(C(F)(F)F)ccn3)CC2)cc1 | -10 | 0.2 | -13 | -7 | 4 | 4 | -3 | 5 | -1.0%
Cc1ccc(S(=O)(=O)N(C(=N)N)c2nc(N(C)C)nc(N(C)C)n2)cc1 | x | -0.7 | 7 | 3 | 4 | 3 | 1 | 1 | 1.8%
Cc1nc2c(cc(Oc3ccc(S(=O)(=O)N4CCOCC4)cn3)c3ccsc32)s1 | 0 | 0.3 | -16 | 2 | -1 | -10 | 2 | 23 | 2.9%
CC(C)CNC(=O)CC(=O)NN=C1CCCC1 | 8 | 0.4 | 2 | 0 | 0 | -12 | -4 | 4 | 1.1%
Cc1occc1C(=O)Nc1nnc(-c2ccncc2)s1 | -5 | -2.6 | -4 | 12 | 1 | 0 | 3 | -1 | 1.5%
COc1ccc(CCNC(=O)c2c(C)nn(CC(C)C)c2Cl)cc1 | -20 | 0.0 | -14 | 5 | 0 | -15 | -1 | 4 | 0.0%
Cc1ccccc1C(=O)N1CCC(C(=O)NN2C(=O)NC3(CCCCC3)C2=O)CC1 | -7 | 0.6 | -16 | -11 | -4 | -2 | 1 | 2 | 0.0%
Cc1cc(N)n(-c2ccc(Oc3ccccc3)c(S(=O)(=O)O)c2)n1 | 15 | -1.3 | 28 | 23 | -2 | -9 | 3 | 2 | u
Cc1nn(CC(=O)NCc2ccccc2)c(C)c1[N+](=O)[O-] | 3 | -0.4 | 12 | -3 | 2 | 9 | 3 | 2 | -1.6%
Cc1cc(NC(=O)CSc2nc(-c3ccc(Br)cc3)nc3c2c(=O)n(C)c(=O)n3C)no1 | 6 | 1.7 | -14 | -5 | -3 | -1 | -5 | 2 | 1.8%
CCOc1ccc2[nH]c(=O)c(C(c3nnnn3Cc3ccco3)N3CCN(C)CC3)cc2c1 (configuration not stated) | -18 | 0.8 | -2 | 10 | -3 | -2 | 2 | 3 | 19%
CCOc1ccc(N(CC(=O)Nc2cccnc2)S(C)(=O)=O)cc1 | -23 | 0.4 | 1 | -1 | -2 | -14 | -6 | 2 | -0.8%
O=C(CNCc1ccccn1)N1CCc2ccccc2C1 | -14 | 2.1 | 6 | 2 | -2 | 4 | -1 | 1 | 0.0%
CSc1ccc(CCNC(=O)c2ccc(-n3c(C)cc4c3CCC(C)C4)cc2)cc1 (configuration not stated) | -6 | -0.4 | -19 | 8 | 2 | x | 0 | 0 | -0.6%
Cc1cc(C)c2nc(N3CCCC3)c(C#N)cc2c1 | -15 | x | 7 | x | 6 | x | 4 | 1 | 1.2%
CC(C)Oc1ccc(C2CC(=O)NC3=C2C(=O)CCC3)cc1 (configuration not stated) | -5 | 2.1 | 1 | 20 | 4 | -3 | 15 | 11 | -3.3%
Cc1ccsc1C(=O)OCc1csc(-c2ccccc2)n1 | -7 | 0.8 | 4 | 5 | -5 | 9 | -9 | 9 | 3.2%
C=C(C)Cn1c(NCCOC)nc2c1c(=O)[nH]c(=O)n2C | -8 | 0.4 | -40* | -7 | 4 | -24 | -3 | -1 | -0.3%
Brc1ccc(CN2CCc3nc(N4CCN(c5ncccn5)CC4)ncc3C2)cc1 | -25 | x | -9 | -22 | 0 | x | 2 | -2 | 6.8%
Cc1cc(/C=C(/C#N)c2nc3ccccc3[nH]2)c(C)n1-c1cc(C(=O)O)cc(C(=O)O)c1 | 4 | 8.1 | -5 | 7 | 1 | -12 | 3 | 22 | 2.8%
CC(C)c1ccc(C(C)NC(=O)C2CCCC2)cc1 (configuration not stated) | 6 | -0.4 | 30 | 9 | -3 | 11 | -15 | 13 | 1.9%
Cc1ccccc1Oc1nc2c(C)cccn2c(=O)c1/C=C(\C#N)C(=O)Nc1c(C)n(C)n(-c2ccccc2)c1=O | -1 | -0.1 | 8 | 7 | -7 | -5 | 7 | 1 | 9.0%
COCCn1cnc2c(c1=O)c1nc3ccccc3nc1n2/N=C/c1ccco1 | -5 | -1.9 | 1 | 21 | -2 | 4 | 1 | -2 | 2.3%
CSc1nnc(-c2ccc(S(=O)(=O)N3CCCCC3)cc2)o1 | -9 | 0.3 | 8 | 5 | -4 | -7 | -3 | -3 | u
COc1ccc(-c2ccc(OC)c([C@H]3[C@@H]4C=CCC[C@@]4(C)C(=O)N3Cc3ccccc3)c2)cc1OC | x | 0.1 | 14 | 12 | -3 | 10 | 0 | 9 | -2.2%
CC(=O)Nc1ccc(N2S(=O)(=O)c3ccccc3S2(=O)=O)cc1 | -7 | x | -21 | x | -2 | x | -5 | 4 | 0.2%
N#Cc1ccccc1NS(=O)(=O)c1ccc(N2CCCCS2(=O)=O)cc1 | 0 | x | -7 | -2 | 0 | x | 0 | -2 | 1.8%
Cc1c(C(=O)CN2CCOCC2)[nH]c2ccccc12 | -10 | -0.4 | -10 | -3 | -1 | -8 | -2 | 0 | -0.8%
Cc1ccc(C)c(NC(=O)Cn2nnc(C(=O)NCc3ccco3)c2N)c1 | 4&3 | -0.8&0.2 | 1&-6 | 4&-15 | -2&0 | -8 | 2&11 | 2&0 | 0.4%&-0.6%
Cc1ccc(CNC(=O)CSc2ncc(S(=O)(=O)c3ccc(C)c(Cl)c3)c(=O)[nH]2)cc1 | x | -0.2 | 0 | 6 | 4 | x | 1 | 0 | -0.2%
CN(C)CCCNc1ccc(-c2n[nH]c(=O)c3ccccc23)cc1[N+](=O)[O-] | -3 | -4.7 | 8 | 0 | 0 | -3 | 2 | 1 | 3.3%
O=S(=O)(c1ccc2c(c1)OCCO2)N1CCN(S(=O)(=O)c2ccco2)CC1 | x | x | 1 | x | 3 | x | -1 | 4 | x
CCOc1ccc(CN(CCc2ccc3c(c2)OCO3)Cc2cc(OC)c(OC)cc2OC)cc1 | -26 | -1.4 | 4 | -2 | -3 | x | 5 | 0 | -1.1%
COc1ccc(CCNC(=O)c2c(O)c3cccc4c3n(c2=O)CC4)cc1OC | 10 | -0.2 | 12 | 0 | -5 | 5 | -2 | 3 | 0.1%
O=C(C1CCCN(S(=O)(=O)c2ccc(Cl)cc2)C1)N(Cc1cccs1)C1CC1 (configuration not stated) | -2 | -0.2 | 0 | -5 | -6 | -1 | -7 | 9 | 0.4%
